IL-2 act = qHTS of IL-2 Activators | actives 0.065% (n = 360,000) | AID 652025, 2013 | IL-2 activation reporter assay, cell-based qHTS; stimulated with anti-CD3/CD4/CD28 beads; in transgenic mouse T cells | activation, % (series mostly up to about 46 µM); in the data active means activation above about 50%; inconclusive means mostly about 30% to 49%; further: 0% is about no effect
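Readout: EGFP and DsRed signals by fluorescent plate cytometry. Unstimulated transgenic mouse T cells received compound 60 min before antibody-bead stimulation, then incubated 18 h at 37 degrees C.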
TGFb inhibitor = qHTS for Inhibitors of TGF-b; HepG2 CAGA-GFP TGF-b/SMAD3 reporter, GFP fluorescence, 18 h; TGF-beta stimulated, 500 pg/mL final; Potency, µM (series often up to 46.1 µM), for the others: at the top dose activity, negative = inhibition, hits mostly inhibitors; actives 1.2% (n = 410,000); further: potency means the concentration at half of the fitted maximal effect; on the % scale 0 is the no-effect control and ±100 the full control effect; nearly all actives have a fitted effect of over 65% in size
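Cell-based qHTS in HEPG2 carrying a CAGA-GFP Smad reporter; compounds added before 500 pg/mL final TGF-beta, 18 h incubation at 37 degrees C, GFP fluorescence quantified per cell by imaging cytometry.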
ATXN2 expr inh = Primary qHTS for Inhibitors of ATXN expression; Potency, µM (top dose mostly 57 µM), for the others: top-dose activity change, negative = inhibition, most hits filed as inhibitors; actives 0.72% (n = 360,000); HEK-293 ATXN2-luciferase reporter, luminescence, 24 h; further: potency means the concentration at half of the fitted maximal effect; on the % scale 0 is the no-effect control and ±100 the full control effect; nearly all actives have a fitted effect of over 55% in size
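qHTS (up to 57 uM final) was run with 24 h compound exposure of reporter cells at 37 °C. Each well was multiplexed: SteadyGlo luminescence measured ATXN2-luciferase expression after a fluorogenic Gly-Phe-AFC viability readout (25 uM final).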
Nrf2 inh = Nrf2 qHTS screen for inhibitors | A549 ARE-Fluc reporter, luciferase luminescence, 18-24 h | Potency, µM (titrated, usually from 46 µM), without a hit: at the highest dose activity change, negative = inhibition, usual class: inhibitors | actives 2.1% (n = 360,000) | AID 504444, 2011; further: potency means the concentration at half of the fitted maximal effect; on the % scale 0 is the no-effect control and ±100 the full control effect; nearly all actives have a fitted effect of over 60% in size
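In this cell-based qHTS, ARE-driven firefly luciferase in A549 cells reports Nrf2 activity; the luminescent signal after BugLite lysis is the measured value, with a prior CellTiter-Fluor read for cell health.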
EPAC2 ag = qHTS for Agonist of cAMP-regulated guanine nucleotide exchange factor 4 (EPAC2): primary screen. Rap guanine nucleotide exchange factor 4 (Homo sapiens), Q8WZA2. EPAC2 activation, biochemical qHTS; response scale: 100% = 6.5 mM cAMP response. Potency, µM (doses to about 154 µM), without a hit: at the highest dose activation, most hits filed as activators. actives 0.079% (n = 360,000); further: potency means the concentration at half of the fitted maximal effect; nearly all actives have a fitted effect of over 50% in size
Target sequence (Q8WZA2 whole entry, looked up): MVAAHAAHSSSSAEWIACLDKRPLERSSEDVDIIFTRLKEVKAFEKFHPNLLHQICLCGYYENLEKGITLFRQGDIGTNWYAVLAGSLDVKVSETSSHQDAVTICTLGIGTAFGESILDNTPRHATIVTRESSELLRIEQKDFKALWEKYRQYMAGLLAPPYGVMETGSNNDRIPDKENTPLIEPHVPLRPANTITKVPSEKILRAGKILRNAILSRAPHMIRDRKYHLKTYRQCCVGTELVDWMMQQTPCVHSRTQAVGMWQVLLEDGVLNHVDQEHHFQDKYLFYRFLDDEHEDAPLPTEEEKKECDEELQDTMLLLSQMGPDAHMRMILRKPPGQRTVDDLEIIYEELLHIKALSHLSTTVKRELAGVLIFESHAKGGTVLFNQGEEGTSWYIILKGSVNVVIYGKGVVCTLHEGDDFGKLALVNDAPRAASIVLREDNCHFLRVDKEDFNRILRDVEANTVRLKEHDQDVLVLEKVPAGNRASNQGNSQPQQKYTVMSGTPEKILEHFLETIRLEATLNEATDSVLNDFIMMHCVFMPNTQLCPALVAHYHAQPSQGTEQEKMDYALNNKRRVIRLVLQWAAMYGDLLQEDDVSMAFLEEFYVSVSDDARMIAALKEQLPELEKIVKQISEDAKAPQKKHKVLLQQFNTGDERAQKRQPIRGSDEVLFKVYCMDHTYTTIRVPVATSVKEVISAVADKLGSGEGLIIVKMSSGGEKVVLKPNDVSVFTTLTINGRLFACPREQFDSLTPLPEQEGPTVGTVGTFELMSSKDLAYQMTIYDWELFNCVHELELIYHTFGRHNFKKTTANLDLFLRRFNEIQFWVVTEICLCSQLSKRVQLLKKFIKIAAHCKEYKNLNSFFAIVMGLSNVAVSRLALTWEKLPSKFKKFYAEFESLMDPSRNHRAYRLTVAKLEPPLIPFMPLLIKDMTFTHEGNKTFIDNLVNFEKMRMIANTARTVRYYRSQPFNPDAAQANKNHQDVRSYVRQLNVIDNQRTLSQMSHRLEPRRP
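Each well held 100 nM EPAC2, 250 nM RAP1B-BODIPY-GDP and 50 uM GDP. Fluorescence, read at 5-min intervals to 30 min, was referenced to a 6.5 mM cAMP positive control.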
A549 viability = Nrf2 qHTS screen for inhibitors: counterscreen for cytotoxicity. AID 504648, 2011. Potency, µM (titrated, usually from 46 µM), for inactives: top-dose activity change, negative = cytotoxicity, most hits filed as inhibitors. A549 ARE-Fluc cells, CellTiter-Fluor viability, 18-24 h. actives 0.16% (n = 390,000); further: potency means the concentration at half of the fitted maximal effect; on the % scale 0 is the no-effect control and ±100 the full control effect
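A549 ARE_Fluc cells in 5% FBS OPTI-MEM were exposed to compounds in concentration-response for 18-24 h at 37 deg C. Viability was read by CellTiter-Fluor fluorescence (Ex 405/Em 525) after 30 min, before the luciferase read.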
ATXN viability = Viability Counterscreen for Primary qHTS for Inhibitors of ATXN expression; S2 cells (HEK-293 line with an ATXN2-luciferase reporter) viability, CellTiter-Fluor protease fluorescence, 24 h; Potency, µM (series often up to 56.7 µM), actives largely listed as cytotoxic; actives 0.49% (n = 400,000); AID 651635, 2014; further: potency means the concentration at half of the fitted maximal effect; nearly all actives have a fitted effect of over 40% in size
HepG2 tox = qHTS for Inhibitors of TGF-b: Cytotox Counterscreen | actives 0.76% (n = 410,000) | Potency, µM (doses to about 46.1 µM), without a hit: at the highest dose activity change, negative = cytotoxicity, usual class: cytotoxic | AID 588856, 2011 | HepG2 CAGA-GFP viability, ATP luminescence, 18 h; further: potency means the concentration at half of the fitted maximal effect; some results filed as inactive show a strong effect at the top dose
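CellTiter-Glo luminescence gave cytotoxicity after 18 hours at 37 degrees C. The cells were HepG2 CAGA-GFP in 1% FBS DMEM, stimulated with 500 pg/mL TGF-beta after compound addition. %Activity was normalised to no-cell wells (complete cell-killing) and DMSO (no toxicity), and curves were fitted and classified.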
Nrf2 ARE act = qHTS of Nrf2 Activators; Potency, µM (highest dose often 46.1 µM), for the others: at the top dose activation, usual class: activators; AREc32 ARE-luciferase reporter (MCF7-derived line), luminescence, 24 h; actives 0.31% (n = 410,000); further: potency means the concentration at half of the fitted maximal effect; % of control where 0% means no effect; nearly all actives have a fitted effect of over 65% in size
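Reporter line AREc32 (ARE-Fluc), seeded overnight in OPTI-MEM with 5% FBS; compound pin-transferred, 24 hr at 37 deg C, 5% CO2; luminescent read-out.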
The depositor's hits bear a star; i = inactive; ? = inconclusive; · = not tested or not shown; & = joins results of further samples; [ ] = another dose, or the depositor's remark. Unless noted, the call rests on the fitted dose curve; in most records, active means well fitted curve in the direction sought with a large enough effect; inconclusive means small, poorly fitted or top-dose-only effect, or another doubt; inactive means no such curve, though single readings can be large; an effect the other way counts as inactive or inconclusive.

Sequence of screens – IL-2 act | TGFb inhibitor | ATXN2 expr inh | Nrf2 inh | EPAC2 ag | A549 viability | ATXN viability | HepG2 tox | Nrf2 ARE act
> Cc1ccc(C(=O)Nc2nc(=O)[nH]s2)cc1
  -0.2&-0.6 | 1%&23% | 1%&18% | ? | 5%&5% | -7%&-6% | i | -7%&7% | 0.7%&-0.7%
> Cc1ccc2c(CC(=O)NNC(=O)c3ccccc3O)coc2c1
  1.7 | -10% | ? | 3% | 6% | 7% | i | -21% | 0.1%
> NC(=O)CCS(=O)(=O)c1ccccc1
  -0.4 | -17% | -2% | 5% | 3% | 0% | i | 0% | 0.1%
> O=C(CN1C(=O)CC(c2ccccc2)S(=O)(=O)c2ccccc21)NC1CCCC1 (configuration not stated)
  -0.3 | 0% | -14% | 3% | 1% | -4% | i | -12% | 0.6%
> CC(=O)C1=C(O)C(=O)N(Cc2ccco2)C1c1ccc2c(c1)OCO2 (configuration not stated)
  -0.8 | 7% | 0% | 4% | 12% | -5% | i | 1% | -0.7%
> O=C(CCCCCn1c(=O)[nH]c2ccccc2c1=O)NCCc1ccccc1
  · | 21% | · | · | · | -21% | · | 2% | 0.7%
> O=C(Cn1cc([N+](=O)[O-])cn1)NCCc1nc2ccccc2[nH]1
  -2.1 | 9% | 1% | -6% | -3% | 1% | i | 5% | -1.1%
> CCOC(=O)C1CCN(Cc2cnc(Oc3ccc(C(C)(C)C)cc3)s2)CC1
  -0.1 | 0% | -5% | 5% | 12% | 0% | i | -16% | -0.2%
> O=C(NCc1ccccc1Cl)c1ccc2c(c1)NC(=O)C(CS(=O)(=O)Cc1ccc(Cl)cc1)N2 (configuration not stated)
  · | -20% | · | · | · | 10% | · | -1% | 0.5%
> N#Cc1c(NC(=O)CSc2nc3ccccc3s2)sc2c1CCCC2
  -3.4 | ? | 10% | -2% | 2% | -1% | i | -62% | 4.6%
> CCCCN1C(=O)C(CC(=O)NC(c2ccccc2)c2ccccc2)CC(C(=O)N(C(C)C)C(C)C)=C1C (configuration not stated)
  -1.8 | ? | ? | · | 4% | · | ? | -39% | -0.7%
> Oc1ccccc1C1N=C(c2ccccc2)NC(c2ccccc2)=N1
  0.7 | 0% | 0% | -2% | 9% | -4% | i | -39% | 0.8%
> CCN(CC)C(=O)c1nc[nH]c1C(=O)N1CCN(C(=O)OC(C)(C)C)CC1
  0.5 | 12% | 6% | 8% | 11% | 7% | i | 5% | -0.4%
> Cc1ccccc1C(=O)NC1CCS(=O)(=O)C1 (configuration not stated)
  1.5 | -15% | -1% | 4% | -10% | -3% | ? | -3% | -0.9%
> Cc1cccc(Nc2ccc(S(=O)(=O)N3CCOCC3)cc2[N+](=O)[O-])c1
  0.2 | -16% | -14% | -25% | 9% | -10% | i | 0% | -0.2%

Next part.
Sequence of screens – IL-2 act | TGFb inhibitor | ATXN2 expr inh | Nrf2 inh | EPAC2 ag | A549 viability | ATXN viability | HepG2 tox | Nrf2 ARE act
> CCCCNC(=O)Nc1c(C)cc(SC#N)cc1C
  0.5 | -10% | -17% | 18% | 4% | 0% | i | -16% | 0.0%
> Nc1nn(-c2ccccc2)c(N)c1N=Nc1ccc2c(c1)OCO2
  -2.2 | -14% | 66%[activator] | -10% | 12% | 15µM* | ? | 0% | -1.1%
> O=S(=O)(CCNC1CC1)NC1CCCCC1
  0.7 | 9% | 0% | 11% | 0% | 0% | i | 3% | -1.0%
> C[C@@H]1NC(=O)/C(=C\c2ccccc2Br)NC1=O
  0.5 | 5% | 3% | -2% | 10% | -2% | i | 9% | -0.1%
> O=C(Nc1ccccc1C(=O)O)c1cccc(NC(=O)c2ccc(Br)o2)c1
  0.3 | -26% | -1% | -15% | 3% | -23% | i | -42% | 4.8%
> Cc1ccc(-c2cc(C(=O)N3CCCc4ccccc43)no2)cc1
  -1.5 | -3% | 38%[activator] | 13% | 10% | 7% | i | 3% | -0.4%
> CC(=O)N1N=C(c2ccc3ccccc3c2)OC12CCCC2
  -2.9 | -22% | -11% | ? | 13% | 0% | i | -10% | 0.2%
> CCn1c(SCC(=O)NC2CC2)nnc1-c1ccccc1
  -2.1 | -6% | · | · | 4% | · | ? | -1% | -0.5%
> Cc1cc(NS(=O)(=O)c2ccc(NC(=O)COc3ccc(Cl)cc3Cl)cc2)no1
  -0.8 | 0% | 3% | ? | 2% | 2% | i | -6% | 3.1%
> CC/C(=N\NC(=S)Nc1cccc(C)c1)c1ccccc1
  0.0 | -5% | 38% | 0% | 10% | 11% | i | -9% | 4.5%
> O=C(Cn1cnc(S(=O)(=O)N2CCCC2)c1)Nc1cccc(Br)c1
  -1.4 | 1%&-2% | -2%&1% | -19%&-26% | 2% | 2%&-1% | i | -28%&-12% | 1.8%&3.5%
> O=C1c2ccccc2C(c2nnnn2-c2ccc3c(c2)OCCO3)N1CCCn1ccnc1 (configuration not stated)
  -0.6 | · | 6% | · | -3% | · | i | · | -1.0%
> CC(C)Nc1nc(NC(C)C)nc(N(C)n2cnnc2)n1
  -1.5 | 5% | 5% | 7% | 1% | -4% | i | -2% | 0.5%
> CC(Sc1nnc(CN2CCCC2)n1Cc1ccccc1)C(=O)Nc1ccccc1 (configuration not stated)
  0.4 | -6% | 6% | -1% | 1% | -3% | i | -31% | -1.6%
> CC(=O)Nc1ccc(NC(=O)c2cc(-n3cnnc3)ccc2Cl)cc1
  0.7 | 9% | 5% | 14% | 3% | -6% | i | -10% | -0.3%

The listing continues.
Sequence of screens – IL-2 act | TGFb inhibitor | ATXN2 expr inh | Nrf2 inh | EPAC2 ag | A549 viability | ATXN viability | HepG2 tox | Nrf2 ARE act
> C=CCn1cc(C(=O)NCC2CCCO2)c(=O)c2cc(S(=O)(=O)N3CCCCCC3)ccc21 (configuration not stated)
  -2.7 | ? | -2% | -8% | -9% | 11% | i | 0% | -0.4%
> COC(CN(C)C(=O)C1CCCN(S(=O)(=O)c2ccc3c(c2)oc(=O)n3C)C1)OC (configuration not stated)
  1.7 | -3% | 7% | -8% | 4% | 1% | i | 5% | -0.4%
> CC(=O)c1ccc(NC(=O)c2ccn[nH]2)cc1
  0.2 | 1% | -12% | -12% | 3% | 0% | i | -53% | 0.1%
> COc1ccc(C2=NC(C(F)(F)F)(C(F)(F)F)c3c(n(C)c(=O)n(C)c3=O)N2)cc1
  -2.8 | ? | -12% | ? | -4% | -4% | i | -5% | 2.6%
> COc1ccc(C(=O)Nc2ccc(O)c3ccccc23)cc1OC
  -0.8 | -11% | 5% | -4% | 4% | -12% | i | 8% | ?
> Nc1nnc(CCCCc2cccs2)o1
  -0.7 | 8% | -8% | -12% | 11% | -6% | i | -13% | 0.3%
> O=C(CCNc1n[nH]c(=O)[nH]c1=O)N/N=C/c1ccc(Cl)cc1
  -0.4 | 3% | 3% | -17% | 5% | 5% | i | 8% | 6.1%
> O=C(O)C1CCCCC1C(=O)Nc1ccccc1Cl (configuration not stated)
  -1.5 | 3% | -2% | -15% | -11% | -3% | i | -3% | -0.3%
> CC1(C)C[C@@H]2C[C@@](C)(CN2C(=O)c2ccccc2)C1
  0.5 | -9% | · | 3% | 8% | 8% | i | -19% | -0.6%
> CCOc1ccc(CONS(=O)(=O)c2ccc(NC(C)=O)cc2)cc1Cl
  -3.1 | ? | -18% | -11% | 16% | 7% | i | -25% | 0.3%
> CC(NC(=O)Cn1c(NCCO)nc2ccccc21)C1CC2CCC1C2 (configuration not stated)
  -0.4 | -2% | · | -20% | 6% | 1% | i | 3% | -0.3%
> O=C1C2C3CCC(C3)C2C(=O)N1CNc1ccc(F)cc1 (configuration not stated)
  -1.3 | 0% | 6% | -2% | 3% | -6% | i | 4% | -1.3%
> Cc1cc(C)n(/N=C/c2cc([N+](=O)[O-])ccc2O)c(=O)c1
  -0.2 | -18% | -5% | -8% | 0% | -4% | i | -3% | 0.4%
> O=C(Nc1ccc(NC(=O)c2cccs2)cn1)c1ccco1
  0.9 | 5% | 3% | ? | -8% | -6% | i | -5% | -0.5%
> O=[n+]1cc(-c2ccc(F)cc2)n([O-])c2c1CCC2
  -1.5 | -3% | -12% | -11% | 4% | 1% | ? | 1% | -0.5%

Carrying on.
Sequence of screens – IL-2 act | TGFb inhibitor | ATXN2 expr inh | Nrf2 inh | EPAC2 ag | A549 viability | ATXN viability | HepG2 tox | Nrf2 ARE act
> O=C(CSc1n[nH]c(=O)n1CCc1ccccc1)NC1CCCC1
  -0.3 | -6% | · | · | 0% | · | · | 11% | -1.1%
> COC(=O)c1cc2oc3ccccc3c2n1Cc1c(C)cc(C)cc1C
  · | · | · | -4% | · | -11% | · | -4% | -0.2%
> Cc1ccc(S(=O)(=O)Nc2ccc3ncccc3c2)cc1
  -1.3 | -10% | 30% | ? | 10% | · | i | -3% | 2.8%
> CCN(CC)S(=O)(=O)c1ccc(/C=C/C(=O)OCC(=O)Nc2ccc(C(N)=O)cc2)cc1
  1.1 | 26% | 17% | -25% | 0% | -2% | i | 1% | -0.4%
> Cc1[nH]c2ccc(OCc3ccccc3)cc2c1CCN1C(=O)OC(C)(C)C1(C)O (configuration not stated)
  -1.8 | -2% | 8% | 0% | 4% | -17% | i | -14% | 5.4%
> Cc1nc2ccccn2c(=O)c1NC(=O)c1cccs1
  0.0 | -4% | 13% | ? | -5% | 7% | i | 16% | 2.6%

Just ATXN2 expr inh and A549 viability, for two of the compounds above:
mol | ATXN2 expr inh | A549 viability
COc1ccc(C2=NC(C(F)(F)F)(C(F)(F)F)c3c(n(C)c(=O)n(C)c3=O)N2)cc1 | -12% | -4%
CC(=O)C1=C(O)C(=O)N(Cc2ccco2)C1c1ccc2c(c1)OCO2 (configuration not stated) | 0% | -5%
